# ARNT TACC3 PPI: disrupts binding between human ARNT and TACC3; 0.66% of 390,000 active; Q9Y6A5; AlphaScreen His-ARNT PAS-B/GST-TACC3 binding, luminescence; TACC3 fragment carries E629A point mutation; AID 623870; inhibition, % at 9.99 µM;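 active = mean inhibition of replicates at least 50% and at least half of replicates each reaching 50%; inconclusive = half or more replicates reach 50% but mean below 50%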;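 note: 0% = complete ARNT plus TACC3 wells and 100% = ARNT alone without TACC3; many hits fall short of the cut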
# CASP6 VEID inh: caspase-6 (human) enzyme inhibition; inhibition, % at 12.5 µM; P55212; AID 686996; purified caspase-6, Z-VEID-R110 cleavage fluorescence; 0.53% of 350,000 active;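 active = mean inhibition across replicates at least about 35%, with every replicate also reaching that limit, limit read from the data; inconclusive = only one of the two criteria met; inactive = neither criterion met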;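 note: 0% = median of neutral control wells and 100% = no fluorescence left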
# Target sequence (P55212 24-179 limits assumed): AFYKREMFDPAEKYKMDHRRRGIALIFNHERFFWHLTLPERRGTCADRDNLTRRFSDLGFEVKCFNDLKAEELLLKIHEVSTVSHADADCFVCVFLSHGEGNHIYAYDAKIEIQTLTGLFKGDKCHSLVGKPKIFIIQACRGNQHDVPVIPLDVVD
# Target sequence (P55212 194-293 limits assumed): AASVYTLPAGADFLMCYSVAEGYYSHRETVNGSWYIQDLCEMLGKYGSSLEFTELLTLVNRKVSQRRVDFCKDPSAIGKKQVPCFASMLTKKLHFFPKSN
# RAD54 branch: inhibitors of human RAD54 branch migration; Q92698; RAD54 Holliday junction branch migration, FAM/BHQ fluorescence; inhibition, % at 10.4 µM; 0.14% of 360,000 active;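 active = mean normalized replicate activity at least 40 and at least half of replicates scoring 40 or more; inconclusive = only one of the two criteria met; inactive = mean below 40 and under half of replicates reaching 40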;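 note: 0% = median of neutral control wells and 100% = median of positive control wells; inhibitors cause a drop in the FAM fluorescence signal; in these data hits start at about 50%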
# Target sequence (Q92698 whole entry, looked up): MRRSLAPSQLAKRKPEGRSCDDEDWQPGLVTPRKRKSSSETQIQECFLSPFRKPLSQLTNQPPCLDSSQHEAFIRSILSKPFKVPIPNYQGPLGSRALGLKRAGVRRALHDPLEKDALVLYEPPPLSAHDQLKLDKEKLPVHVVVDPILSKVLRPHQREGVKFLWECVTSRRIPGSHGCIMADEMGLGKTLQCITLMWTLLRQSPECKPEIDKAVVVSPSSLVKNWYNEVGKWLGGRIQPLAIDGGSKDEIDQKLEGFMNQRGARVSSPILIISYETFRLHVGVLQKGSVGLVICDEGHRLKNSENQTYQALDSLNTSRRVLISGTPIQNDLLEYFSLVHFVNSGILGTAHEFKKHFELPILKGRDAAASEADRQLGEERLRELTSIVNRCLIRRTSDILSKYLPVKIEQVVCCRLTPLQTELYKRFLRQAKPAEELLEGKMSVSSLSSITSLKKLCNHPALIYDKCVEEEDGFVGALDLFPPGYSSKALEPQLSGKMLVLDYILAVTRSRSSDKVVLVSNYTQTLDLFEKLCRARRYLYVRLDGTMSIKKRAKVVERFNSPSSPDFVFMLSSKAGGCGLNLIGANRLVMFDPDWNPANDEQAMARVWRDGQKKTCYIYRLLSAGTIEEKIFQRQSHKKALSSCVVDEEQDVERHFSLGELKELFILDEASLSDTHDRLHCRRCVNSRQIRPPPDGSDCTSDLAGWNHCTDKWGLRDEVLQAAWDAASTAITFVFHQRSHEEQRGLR
# esBAF inh: blocks esBAF chromatin remodeling in mouse ES cells | Bmi1-luciferase knock-in reporter, 24 h; 100% = twice the neutral-well signal | AID 602393 | 2% of 350,000 active | reporter increase, % at 12.5 µM; in the data active = activation above about 40%; inconclusive = no clear call, values can overlap the other calls;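 note: 0% = median of the plate's neutral control wells and 100% = double that signal; a rise in the Bmi1 reporter signal indicates esBAF inhibition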
# PglD DTNB: inhibitors of Campylobacter jejuni PglD acetyltransferase | purified PglD enzyme, DTNB colorimetric CoA detection | inhibition, % at 12.5 µM | 0.098% of 360,000 active | AID 602405; in the data active = inhibition above about 16%, passing the limit was not always enough; inconclusive = no clear call, values can overlap the other calls; note: strong numbers were not always called active
# ERp5 inh: ERp5 (human) disulfide isomerase inhibition; inhibition, % at 9.99 µM; ERp5 insulin aggregation, absorbance 650 nm, 90 min; 0.05% of 350,000 active; Q15084; AID 651711;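 active = mean replicate inhibition above about 25%, with every replicate also reaching it, limit read from the data, passing the limit was not always enough; inconclusive = only one of those two criteria met; inactive = neither criterion met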
# E-sel inducer: induces E-selectin expression in human endothelial cells. P16581. HUVEC E-selectin immunofluorescence imaging; normalized: neutral wells 0, TNF-alpha wells 100. activation, % at 7.58 µM. 0.37% of 260,000 active. AID 686992;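 active = mean E-selectin-positive cell signal at least 10% of the positive control, reached in at least 60% of replicates, without over 20% cell loss; inconclusive = no rule given, readout overlaps actives, possibly toxicity-flagged; inactive = the rest, including those meeting only one limit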;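 note: in these data hits start at about 27%; measured in HUVEC primary endothelial cells; signal is the percent of cells scored E-selectin positive by PE staining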
#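 Read-out basis: % PE-positive cells; Test system: HUVEC primary endothelial cells; Technique: immunofluorescence imaging; Dosing: single-point compound dose.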
# RAD52 inh: blocks human RAD52 DNA annealing; P43351; 0.46% of 360,000 active; inhibition, % at 18.7 µM; recombinant RAD52 DNA annealing, FRET fluorescence;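 active = every replicate showing at least 50% inhibition; inconclusive = mean inhibition at least 50% but not in every replicate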
# Numbers without * were called inactive; ? = inconclusive; . = not tested or not shown; & = joins results of further samples.
SMILES,ARNT TACC3 PPI,CASP6 VEID inh,RAD54 branch,esBAF inh,PglD DTNB,ERp5 inh,E-sel inducer,RAD52 inh
Fc1ccc(CN2[C@@H]3CNC[C@H]2C3c2ccc(-c3ccncc3)cc2)cc1 (stereo not given in full),.,-47&-2,.,.,.,-2&2,0.2&0.0,5&15
CNC[C@H]1OCCCC[C@@H](C)Oc2ccc(NC(=O)CCCN(C)C)cc2C(=O)N([C@H](C)CO)C[C@@H]1C,-1,1,-6,-3,1,-1,-0.1,-6
O=C(NCCc1ccc2c(c1)OCCO2)c1ccccn1,-17,-4,0,-15,-2,-3,-0.1,-14
COc1ccc(NC(=O)C2Cc3c(-c4ccc(NC(C)=O)cc4)ccnc3O2)cc1OC (stereo not given),.,1,-7,0,3,2,0.4,8
CC1(N2CCCCC2)C(=O)c2ccccc2C1=O,-3,-2,.,.,.,-4,.,-6
Nc1[nH]c(C(=O)c2ccccc2)c(-c2ccc(Cl)c(Cl)c2)c1C(=O)NCCc1c[nH]c2ccccc12,.,-1,.,.,.,-2,0.1,-13
O=C(N/N=C/c1cccc2nccnc12)c1ccncc1,.,-3,8,.,-1,4,.,-17
COc1ccc(NC(=O)NCCCN2CCC(Cc3ccccc3)CC2)cc1,0,-7,.,1,.,6,0.6,4
CN1C(=O)/C(=C\c2ccco2)N=C1c1ccc(Cl)cc1Cl,8,0,.,.,.,-2,.,-15
COc1ccc(S(=O)(=O)N(C)C[C@H]2Oc3c(NC(=O)c4cnccn4)cccc3C(=O)N([C@@H](C)CO)C[C@@H]2C)cc1,-4,1,6,5,-6,-1,14,-5
COc1cc(/C=C2\SC(=O)N(c3ccc(O)cc3)C2=O)cc(OC)c1OC,-5,-2,-4,.,0,-14,.,-11
Cn1cccc1C(=O)NC(=O)COC(=O)CNC(=O)CNC(=O)c1ccc(Cl)cc1Cl,-9,5,.,-3,.,-4,.,-28
CC(C)NC(=O)N(C)C[C@H]1OCCCC[C@@H](C)Oc2ccc(NC(=O)Nc3ccccc3)cc2C(=O)N([C@@H](C)CO)C[C@H]1C,-5,0,-8,.,-3,0,.,-5
CCC1CCCCN1CCCNC(=O)c1cn(C)c2ccc(S(=O)(=O)N(C)C3CCCCC3)cc2c1=O (stereo not given),0,-12,4,3,-6,2,.,-2
CC(=O)c1ccc(NC(=O)C(C)OC(=O)C2CCN(c3ccc(C(F)(F)F)cn3)CC2)cc1 (stereo not given),1,0,-1,7,7,4,0.4,2
CCOC(=O)c1c(C2CC2)csc1NC(=O)COC(=O)c1ccc[n+]([O-])c1,-2,0,8,.,-1,3,.,-20
CC(C)Cn1cnc2c(SCc3ccccc3Cl)nc(N)nc21,3,4,7,55*,6,-8,0.2,-16
O=C(NC1CCCCC1)c1ccccc1C(F)(F)F,-6,-1,.,.,.,2,-0.1,17
COc1ccccc1CC(=O)NNC(=O)c1ccc(C(C)(C)C)cc1,.,0,-4,9,-1,11,1.5,-3
CO[C@@H]1CN(C)C(=O)c2ccc(NS(=O)(=O)c3ccccc3Cl)cc2OC[C@@H](C)NC[C@@H]1C,-8,2,-10,3,2,0,0.0,-9

# Single records, as listed above:
# CCC1CCCCN1CCCNC(=O)c1cn(C)c2ccc(S(=O)(=O)N(C)C3CCCCC3)cc2c1=O (stereo not given) reads ARNT TACC3 PPI: 0; CASP6 VEID inh: -12; RAD54 branch: 4; esBAF inh: 3; PglD DTNB: -6; ERp5 inh: 2; E-sel inducer: .; RAD52 inh: -2
# COc1cc(/C=C2\SC(=O)N(c3ccc(O)cc3)C2=O)cc(OC)c1OC reads ARNT TACC3 PPI: -5; CASP6 VEID inh: -2; RAD54 branch: -4; esBAF inh: .; PglD DTNB: 0; ERp5 inh: -14; E-sel inducer: .; RAD52 inh: -11

# More entries follow:
SMILES,ARNT TACC3 PPI,CASP6 VEID inh,RAD54 branch,esBAF inh,PglD DTNB,ERp5 inh,E-sel inducer,RAD52 inh
CC(=O)Nc1ccc2c(c1)C(=O)N(C)[C@@H]1CC[C@@H](CC(=O)NCc3ccc(Cl)cc3)O[C@H]1CO2,1,-1,1,-3,0,2,0.0,-23
CCOc1ccc(C(=O)COC(=O)Cc2n[nH]c(=O)c3ccccc23)cc1,4,-5,0,.,3,2,1.4,-13
COc1ccccc1CNC(=O)Cn1c(=O)oc2cc(S(=O)(=O)N3CCCC3)ccc21,-4,-1,5,19,6,6,-0.1,-8
CC1(c2ccccc2)NC(=O)N(CC(=O)N2CCN(S(=O)(=O)c3cccc(C(F)(F)F)c3)CC2)C1=O (stereo not given),3,-80,-4,-6,0,.,0.1,-10
CCN1CCN(c2nnc(-c3ccccc3)c3ccccc23)CC1,10,-5,2,-8,4,1,-0.1,-12
NCCCCC(N)c1cn([C@@H](CCC(=O)O)C(=O)N2CCNCC2)nn1 (stereo not given in full),-11,-39,3,1,-4,2,0.2,-3
CN(CCCOc1ccccc1F)Cc1ccccc1,-6,-1,-6,0,-1,0,.,-24
Cc1nn(-c2ccccc2)c(C)c1C(=O)OC(C)C(=O)NC1CCCCC1 (stereo not given),-10,-2,0,16,-3,0,-0.4,-8
CCc1nn(CC(=O)NCCCN2CCc3ccccc3C2)c(=O)c2cc3sccc3n12,.,-16,-2,-2,7,5,-0.1,-23
NC(=S)c1cc2cc(Cl)ccc2oc1=O,.,0,-2,.,-5,2,0.5,-11
CCC1CCCCN1CCCNC(=O)Cn1c2ccccc2c2nc(=O)cc(C)n21 (stereo not given),-1,-15,0,-1,3,-6,4.1,-9
CN1CCCCC(NC(=O)c2cccc(F)c2)C1=O (stereo not given),.,1,.,.,.,2,1.0,-32
CC(C)CC#Cc1cnc2c(c1)C(=O)N([C@H](C)CO)C[C@H](C)[C@@H](CN(C)S(C)(=O)=O)O2,-2,-3,3,-2,-2,8,-0.1,2
Cc1cccc(NCc2nnc(-c3ccccc3)o2)c1C,0,0,.,20,.,2,-0.3,8
C[C@H]1CN([C@@H](C)CO)C(=O)Cc2cc(NS(=O)(=O)c3cccs3)ccc2O[C@H]1CN(C)S(=O)(=O)c1cn(C)cn1,-5,-3,7,-4,3,-2,-0.2&0.0,-6
CCOC(=O)c1sc(NC(=O)c2ccc3ncsc3c2)nc1C,-2,-3,-3,51*,1,8,-0.2,-38
COCCNC(=O)C(c1ccc(Cl)cc1)N(CCOC)C(=O)CCC(=O)Nc1ccccn1 (stereo not given),0,2,-1,-2,3,0,.,-5
Cn1c(=O)[nH]c(=O)c2c1nc(N1CCNCC1)n2Cc1ccccc1Cl,3,0,2,-1,4,3,0.0,-12
COc1cccc(CN2CC3(CCN(C)CC3)c3c(n(C)c4cc(OC)ccc34)[C@@H]2CO)c1,.,1,.,.,.,-2,0.6,-2
Cc1ccc(S(=O)(=O)Nc2ccc(Cl)cc2C(=O)c2ccc(F)cc2)cc1,13,4,0,-5,4,-1,1.5,-6
C[C@@H]1CN([C@@H](C)CO)S(=O)(=O)c2ccc(-c3ccc(C#N)cc3)cc2O[C@@H]1CN(C)Cc1cccc(F)c1,-4,1,3,-13,0,-1,0.1,3
CC(c1ccccc1)C(OC(=O)c1cccc([N+](=O)[O-])c1C(=O)O)c1ccccc1 (stereo not given),-6,3,-6,-6,0,1,0.0,0
COc1ccc(Cl)cc1NC(=O)CN(C)Cc1ccc(OC)c(OC)c1,4,1,3,-6,2,1,0.3,-7
COc1cccc(CN2C(=NC(=O)C3CCCO3)SC3CS(=O)(=O)CC32)c1 (stereo not given),.,0,5,-3,2,-7,0.1,-5
O=C(Nc1cccc(Cl)c1)c1nc[nH]c1C(=O)N1CCN(c2ccccc2)CC1,-10,-2,4,7,0,-8,0.0,-27
CN(C)S(=O)(=O)c1ccc(Cl)c(NC(=O)COC(=O)CC(NC(N)=O)c2ccc(Cl)cc2)c1 (stereo not given),0,1,4,0,-3,5,.,-16
C[C@H](NC(=O)N(C)C[C@H]1OCc2ccccc2-c2c(n(C)c3ccccc23)C(=O)N([C@@H](C)CO)C[C@H]1C)c1ccccc1,-23,0,4,6,-1,3,-0.2,17
O=C(CC(c1ccccc1)c1ccccc1)OCn1nnc2ccccc2c1=O,4,.,4,2,7,.,.,.
COCC(=O)Oc1c(S(=O)(=O)c2ccc(C)cc2)c(C)nn1-c1ccccc1,-3,.,-10,0,-2,.,.,.
O=C(COC(=O)C1=COCCO1)Nc1ccc(OC(F)F)cc1,-3,8,.,.,.,-12,.,-9
Cc1ccsc1/C=C(/C#N)C(=O)NCc1ccccc1,1,-2,-7,.,-7,-4,.,-27
COc1ccc(CN(C)C[C@H]2Oc3ccc(NC(=O)c4ccncc4)cc3CC(=O)N([C@H](C)CO)C[C@@H]2C)cc1,.,1,.,.,.,-5,-0.2,10
Cc1cc(C)c(C)c(S(=O)(=O)N2CCN(C(=O)CCC(=O)N3CCOCC3)CC2)c1C,3,-1,.,-2,.,-1,?,-10
Cc1cccc(CCNC(=O)Cc2ccc(NC3=NC4CS(=O)(=O)CC4S3)cc2)c1 (stereo not given),-2,-1,7,-4,2,1,-0.5,-1
COC(=O)CNC(=O)c1cccc(F)c1,-9,.,-9,-8,4,.,.,.
CC1Cc2nc(SCC(=O)Nc3ccccc3F)n(C)c(=O)c2S1 (stereo not given),-2,.,-2,8,-6,.,.,.
O=C(N/N=C/c1cnc(N2CCCCC2)s1)c1ccc(Cl)cc1,-6,0,.,.,.,2,.,-20
Cc1ccc(S(=O)(=O)NN=C2CCc3ccccc32)cc1,.,0,-6,2,-4,4,0.4,-9
COc1ccc2c3c([nH]c2c1)[C@H](CO)N(C(C)=O)CC31CN(C(=O)CN2CCOCC2)C1,.,-1,.,.,.,1,-0.2,14
CC(C)CC#Cc1ccc2c(c1)O[C@H](CN(C)S(C)(=O)=O)[C@@H](C)CN([C@@H](C)CO)S2(=O)=O,-7,-1,-3,6,5,-5,0.7,10
Cc1nn(C)c(NC(=O)c2ccc(Cl)cc2Cl)c1Br,6,0,-9,2,1,1,-0.2,-4
O=S(=O)(Nc1ccccc1)c1ccc(NS(=O)(=O)c2c(F)cccc2F)cc1,-1,3,-4,-1,.,1,.,-25
O=C(CCCN1C(=O)CCC1=O)Nc1ccc2c(c1)OCCO2,-4,.,3,-1,0,.,.,.
O=C(c1cnc2sccn2c1=O)N(Cc1ccccc1)c1ccccn1,-2,0,1,-5,0,3,.,3
Cc1cc(C)c(C)c(OCC(=O)O/N=C(\N)c2ccccn2)c1,0,.,-9,27,5,.,.,.
CCOc1ccc(NS(=O)(=O)c2ccc(C(=O)NCC(c3ccco3)N3CCCC3)cc2)cc1 (stereo not given),5,-4,5,-8,-1,-3,.,-102
CCOC(=O)c1c[nH]c2c(C)cc(C)cc2c1=O,-3,.,-10,-4,5,.,.,.
CC(C)C#Cc1ccc([C@@H]2[C@H](CO)N3C(=O)CN(C(=O)Cc4ccccc4)C[C@@H]23)cc1,.,-1,.,.,.,-3,0.1,-1
O=C(COC(=O)c1ccccc1O)NCc1ccc2c(c1)OCO2,5,-3,2,-12,5,-5,.,-6
COC(=O)C[C@H]1CC[C@H]2[C@H](COc3ccc(NC(=O)c4ccccc4OC)cc3C(=O)N2C)O1,2,.,-4,-2,0,.,0.2,.

# Next entries follow:
SMILES,ARNT TACC3 PPI,CASP6 VEID inh,RAD54 branch,esBAF inh,PglD DTNB,ERp5 inh,E-sel inducer,RAD52 inh
COc1cc(C(=O)OCC(=O)NC2CCCC2)cc(OC)c1OC,-15,-3,5,6,4,5,-0.1,11
CC(=O)Oc1c(S(=O)(=O)c2ccc(C)cc2)c(C)nn1-c1ccccc1,21,.,-14,-3,3,.,.,.
CCCNC(=O)C[C@@H]1CC[C@H]2[C@@H](COc3ccc(NC(=O)c4ccc(Cl)cc4)cc3C(=O)N2C)O1,.,.,4,-5,-3,-5,0.2,2
COc1ccc(CCNC(=O)CSc2nc(=O)[nH]c3c2CCC3)cc1OC,-1,2,.,.,.,-5,.,-21
